Compound activity as filed in PubChem.
Eya2 phos inh = blocks the phosphatase activity of human Eya2; hit rate 0.006% among 330,000; AID 488837; O00167; Potency, µM (doses to about 76.9 µM), inactives show at the top dose activity, negative = inhibition, most hits filed as inhibitors; recombinant Eya2, OMFP fluorescence dephosphorylation (OMFP is methylfluorescein phosphate); also: potency is read from the fitted curve at half-maximal effect; % is scaled to controls: 0 for no effect and ±100 for the full control effect
Target sequence (O00167 whole entry, looked up): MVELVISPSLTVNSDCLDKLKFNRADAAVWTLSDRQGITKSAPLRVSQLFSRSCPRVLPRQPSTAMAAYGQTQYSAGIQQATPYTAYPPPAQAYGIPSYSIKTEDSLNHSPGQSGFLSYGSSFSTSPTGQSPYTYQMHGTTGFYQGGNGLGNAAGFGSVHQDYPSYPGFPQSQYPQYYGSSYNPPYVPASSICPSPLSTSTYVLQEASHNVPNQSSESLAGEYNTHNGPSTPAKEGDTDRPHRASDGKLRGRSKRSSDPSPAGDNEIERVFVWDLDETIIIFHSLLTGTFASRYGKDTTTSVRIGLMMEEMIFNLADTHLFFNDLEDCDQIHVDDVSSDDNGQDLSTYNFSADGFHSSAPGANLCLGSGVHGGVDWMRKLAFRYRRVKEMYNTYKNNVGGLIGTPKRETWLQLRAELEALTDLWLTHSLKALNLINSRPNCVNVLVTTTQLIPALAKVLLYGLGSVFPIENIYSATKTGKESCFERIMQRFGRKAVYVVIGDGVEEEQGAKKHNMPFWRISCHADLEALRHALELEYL
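Eya2 (0.2 uM) preincubated 10 min at ambient with compound, then OMFP substrate added at 50 uM; 10 min reaction in 50 mM HEPES pH 7.5, 50 mM NaCl, 5 uM MgCl2, 0.05% BSA, 1 mM DTT. Fluorescence read at Ex 485/Em 525 nm.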
Tb PFK block = inhibitors of T. brucei phosphofructokinase; O15648; T. brucei PFK, ADP-Glo luminescence; Potency, µM (top dose mostly 57.5 µM), inactives show at the highest dose activity, negative = inhibition, usual class: inhibitors; hit rate 0.17% among 330,000; AID 485367;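 also: potency is read from the fitted curve at half-maximal effect; 0% = uninhibited 1x PFK enzyme wells and -100% = no-enzyme wells; nearly all actives have a fitted effect of over 60% in size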
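In TEA buffer at pH 8.0 with 5 mM MgCl2, enzyme (1.25 nM) converted F6P (0.5 mM) and ATP (0.1 mM) for 45 min at room temperature. ADP product was read by luciferase luminescence.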
TCR act = activates T cell receptor signaling | primary human leukocytes, anti-CD3, IL-2 HTRF, 48 h | Potency, µM (series often up to 9.22 µM), inactives show top-dose activation of IL-2 secretion, usual class: activators | 330,000 tested, under 10 active | AID 504894; also: % of control where 0% means no effect
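Primary human leukocytes receive a-CD3 beads and test compound and are incubated 48 hr. Secreted IL-2 is then assayed by HTRF, measuring 665nm acceptor emission after 320nm excitation of the europium donor.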
Mito fusion yeast = mitochondrial division inhibition or fusion activation. Potency, µM (series often up to 46.1 µM), for the others: at the top dose growth rescue (activation), hits mostly activators. hit rate 0.23% among 320,000. S. cerevisiae fusion-defective mutant growth rescue, CellTiterGlo 48 h;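 also: potency is read from the fitted curve at half-maximal effect; % of control where 0% means no effect; nearly all actives have a fitted effect of over 45% in size; temperature-sensitive fusion mutants such as fzo1-1 at 37 °C on non-fermentable ethanol glycerol medium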
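Compounds are tested for their ability to restore growth of mitochondrial fusion-defective yeast strains at non-permissive 37C in YPEG medium over 48 hours. Viability is quantified by luciferase luminescence.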
ELG1 DNA repair = ELG1-dependent DNA repair inhibition. Potency, µM (series often up to 46.1 µM), for the others: at the highest dose activity change, negative = inhibition, most hits filed as inhibitors. HEK293T ELG1-luciferase reporter, luminescence, 16 h; DNA damage induced by 5-fluorouridine. hit rate 2.3% among 330,000. AID 504467; also: potency is read from the fitted curve at half-maximal effect; % is scaled to controls: 0 for no effect and ±100 for the full control effect; nearly all actives have a fitted effect of over 55% in size
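Step one: seed 2,000 cells per well. Step two: pin-transfer compound or DMSO alongside 5-fluorouridine. Step three: incubate 16 hr, 37 °C, 5% CO2. Step four: add ONE-Glo, wait 30 min, read luminescence.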
ASM inhibitor = blocks human secretory acid sphingomyelinase; P17405; placental ASM, HMU-PC fluorogenic substrate, 60 min; Potency, µM (doses to about 57.5 µM), for inactives: at the top dose activity change, negative = inhibition, actives largely listed as inhibitors; hit rate 0.006% among 340,000; AID 504937; also: potency is read from the fitted curve at half-maximal effect
Target sequence (P17405 47-631 limits assumed): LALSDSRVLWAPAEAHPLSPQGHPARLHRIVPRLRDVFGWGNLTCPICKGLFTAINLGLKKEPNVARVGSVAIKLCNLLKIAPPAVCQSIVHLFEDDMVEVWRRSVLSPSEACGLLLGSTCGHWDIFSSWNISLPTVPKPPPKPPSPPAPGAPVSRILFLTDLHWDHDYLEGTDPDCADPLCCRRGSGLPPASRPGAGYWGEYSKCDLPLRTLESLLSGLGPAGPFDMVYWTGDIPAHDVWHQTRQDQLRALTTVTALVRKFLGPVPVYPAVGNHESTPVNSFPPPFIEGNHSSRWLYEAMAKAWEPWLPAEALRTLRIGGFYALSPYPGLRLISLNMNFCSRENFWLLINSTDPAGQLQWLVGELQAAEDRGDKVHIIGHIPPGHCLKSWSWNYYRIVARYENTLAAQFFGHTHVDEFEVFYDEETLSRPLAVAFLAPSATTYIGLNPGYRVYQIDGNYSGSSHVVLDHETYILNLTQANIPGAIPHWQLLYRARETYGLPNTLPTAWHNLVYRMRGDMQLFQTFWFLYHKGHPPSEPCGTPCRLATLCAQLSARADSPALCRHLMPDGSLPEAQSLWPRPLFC
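qHTS format. ASM enzyme prepared from human placenta hydrolyses the fluorogenic substrate HMU-PC0 (9 uM final) over 60 min at 37 °C after a 10 min compound preincubation.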
TSG101-PTAP inh = blocks PTAP/TSG101 interaction to inhibit HIV-1 budding; Q99816; Fluorescence polarization, FITC-PTAP peptide / Tsg101 binding; Potency, µM (top dose mostly 115 µM), for inactives: top-dose activity change, negative = inhibition, actives largely listed as inhibitors; 340,000 tested, under 10 active; active = well fitted inhibition curve with a large enough effect in the main read-out, with a control signal flat, not every such curve was filed as active; inconclusive = small, poorly fitted or top-dose-only effect, or effect the other way, or a change in a side signal; inactive = no such curve, though single readings can be large or run the other way; also: potency is read from the fitted curve at half-maximal effect; % of control where 0% means no effect
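Tsg101 binding domain (10 uM final) was mixed with compound and a FITC-labeled PTAP peptide (50 nM final) in HEPES pH 7.5 buffer with NaCl, Tween 20, EDTA and TCEP; fluorescence polarization was read after 20 min at r.t.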
AT treatment = candidate therapy for ataxia-telangiectasia; […] A-T fibroblasts, KAP-1 phosphorylation AlphaLISA; neocarzinostatin DNA damage 30 min before lysis; Potency, µM (doses to about 57.5 µM), for inactives: top-dose activation, usual class: activators; hit rate 0.19% among 320,000; AID 485349; also: potency is read from the fitted curve at half-maximal effect; % of control where 0% means no effect; nearly all actives have a fitted effect of over 45% in size
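ATM-like activity read as KAP-1 phosphorylation via AlphaLISA donor/acceptor antibody pairs after lysis and 6 hr at 25C. Cells were ATM-null patient fibroblasts ([…], hTERT), dosed 60 min, then exposed to the DSB inducer NCS for 30 min.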
Integrin act MD = activators of alpha7 integrin expression for muscular dystrophy | alpha7betagal myoblasts, beta-gal FDG fluorescence, 48 h | Potency, µM (titrated, usually from 38.3 µM), inactives show at the top dose activation, most hits filed as activators | hit rate 0.064% among 350,000;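 also: potency is read from the fitted curve at half-maximal effect; 100% = response of the positive control SU9516; nearly all actives have a fitted effect of over 60% in size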
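alpha7betagal+/- myoblasts (passage 13, 250/well) treated 48 h at 37C with compounds at 1:260 dilution of DMSO stock. Lysed, then beta-galactosidase activity read as FDG fluorescence (ex 480/em 540) after 30 min, with pre-read for autofluorescence.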
Chronic BCR inh = chronic active BCR signaling inhibition. hit rate 0.05% among 340,000. Potency, µM (series often up to 46.1 µM), without a hit: at the top dose ratio change, negative = lower green/red ratio, hits mostly inhibitors. ABC-DLBCL IkBa-CBG/CBR reporter, luminescence ratio, 4 h. AID 493014; active = well fitted inhibition curve with a large enough effect in the signal ratio, with a control signal flat, not every such curve was filed as active; inconclusive = small, poorly fitted or top-dose-only effect, or effect the other way, or a change in a side signal; the % refers to the signal ratio;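 also: potency is read from the fitted curve at half-maximal effect; plate controls were basal doxycycline-induced cells for no effect and cells given 10 µM MG132 for full effect; MG132 reads +100%, hits lower the ratio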
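Compounds up to 46 uM were incubated four hours with TMD8 cells whose green CBG68 luciferase is fused to IkappaBalpha; red CBR luminescence normalised the signal, and concentration-effect curves were fitted to fusion, red and ratio data.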
TSHR antag = antagonists of human thyroid stimulating hormone receptor. P16473. TSHR-expressing cells, TSH-stimulated cAMP HTRF, 2 h; hits give low values. activity change, negative = inhibition, % at 11.5 µM. hit rate 0.2% among 330,000. AID 504810;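 active = activity change below a set negative limit, meaning inhibition stronger than a set level, cut at about -70% in these data; inconclusive = activity change between two set negative limits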; also: % is scaled to controls: 0 for no effect and ±100 for the full control effect
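Read-out is FRET at 665 nm (cryptate excitation 337 nm) from a cryptate-tagged anti-cAMP antibody, competed by cell cAMP against cAMP-d2. Compounds are tested on freshly harvested TSHR cells challenged with 4nM TSH (EC80) for 2 hours at 37 deg C.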
Active calls of the source: *; ? = inconclusive; / = not tested or not shown; [ ] = another dose, or the depositor's remark. Unless noted, calls follow the shape of the dose curve; as a rule, active = well fitted curve in the direction sought with a large enough effect; inconclusive = small, poorly fitted or top-dose-only effect, or another doubt; inactive = no such curve, though single readings can be large; an effect the other way counts as inactive or inconclusive.

SMILES	Eya2 phos inh	Tb PFK block	TCR act	Mito fusion yeast	ELG1 DNA repair	ASM inhibitor	TSG101-PTAP inh	AT treatment	Integrin act MD	Chronic BCR inh	TSHR antag
Cc1ccc(S(=O)(=O)N(C)c2ccc(C(=O)Nc3ccc(C)cn3)cc2)cc1	-16%	0%	5%	19%	?	0%	-5%	2%	-26%	?	-37
CN(C)c1ccc(N=Nc2cccc3ccoc23)cc1	-15%	-7%	-1%	-9%	?	-2%	-2%	7%	-4%	?	-16
O=C(CN1CCN(Cc2cccc(Cl)c2)C1=O)NCc1ccccn1	18%	0%	0%	3%	-3%	5%	-5%	-1%	22%	-11%	5
CN(Cc1ccc(F)cc1)C(=O)c1cccc(OCc2ccccc2)c1	-17%	11%	-8%	?	-1%	-2%	0%	19%	?	8%	-2
Cc1ccc(N(C(C)C(=O)Nc2cccc(N(C)S(C)(=O)=O)c2)S(C)(=O)=O)cc1 (centres undefined)	2%	1%	4%	2%	?	6%	-2%	-1%	-1%	3%	-2
COc1cccc2c(=O)n(CC(=O)N3CCCCCC3)ccc12	1%	2%	12%	-2%	3%	3%	-3%	2%	14%	?	14
COCC1CCN(C(=O)c2cc(COc3ccc4ncccc4c3)on2)CC1	-2%	1%	-1%	-2%	?	1%	-4%	6%	-21%	11%	-26
COc1cc(C(=S)N2CCCC2)cc(OC)c1O	15%	-4%	2%	-1%	1%	3%	-4%	/	-2%	-2%	10
COC(=O)c1ccc(CN2CCN(Cc3ccc(C(=O)OC)o3)CC2)o1	12%	2%	-2%	1%	4%	4%	-1%	-11%	8%	0%	15
NC(=O)c1ccc(NC(=O)COC(=O)c2cc3c(s2)CCC3)cc1	-12%	?	2%	/	9%	19%	-3%	14%	16%	-3%	-13
Cc1c(-c2ccccc2)cn2c1-c1ccc(C)n1CC2	7%	1%	8%	2%	0%	55%[activator]	-13%	-2%	-34%	8%	-12
CC(=O)/C(C=Nc1noc(C)c1Br)=C(\C)O	9%	-2%	4%	-3%	?	0%	1%	8%	27%	-1%	26
CCN(NC(=O)C(O)(c1ccccc1)c1ccccc1)C(=O)c1ccccc1	5%	0%	3%[46.1 µM]	-3%	4%	-1%	-2%	-2%	6%	1%	0
CCOCCCNC(=O)c1ccc2c(=O)n(Cc3ccc(OC)cc3)c(=O)[nH]c2c1	-10%	-3%	-4%	12%	?	197%[activator]	-1%	1%	-12%	?	-8
O=C(CSc1ccccc1)Nc1nnc(/C=C/c2ccccc2)s1	11%	-3%	-2%[46.1 µM]	-4%	?	/	0%	1%	-5%	-26%	-3
CC(=O)Nc1ccc(NC2(C)C(=O)c3ccccc3C2=O)cc1	-3%	2%	7%	-2%	-4%	-1%	-7%	-2%	-4%	-19%	-6
COc1ccc(-n2nc(C(=O)Nc3nc4ccc(OC)cc4s3)c3ccccc3c2=O)c(OC)c1	-2%	3%	0%[46.1 µM]	-4%	-5%	/	/	2%	/	-6%	0
C=CCc1ccccc1OCC(O)CNC1CCCC1 (centres undefined)	0%	11%	4%	-4%	8%	20%	-5%	-6%	-79%[inhibitor]	?	-27
CCN(C(=O)COc1ncnc2ccccc12)C1CCCCC1	?	0%	1%	/	19%	1%	-3%	8%	0%	?	-1
COc1cc(OC)c(NC(=O)C(=O)CC(=O)c2ccc(C)cc2C)cc1Cl	-1%	-3%	2%	-4%	?	-2%	1%	0%	-11%	6%	-4
CN(CCC1CCOCC1)C(=O)CC1C(=O)NCCN1Cc1ccoc1 (centres undefined)	-5%	0%	-2%	-2%	-27%	0%	-4%	3%	1%	?	-1
CC1CCCCN1C(=O)Cn1c(=O)n(CCC(=O)NCc2ccco2)c(=O)c2sccc21 (centres undefined)	-25%	3%	0%	2%	-5%	1%	-4%	0%	-16%	7%	-2
Cc1ccc(S(=O)(=O)Nc2cc(C)cn(Cc3ccc(F)cc3)c2=O)cc1	-7%	0%	-2%	2%	?	3%	7%	7%	-10%	-1%	-2
CN(C)C(/C=C/Nc1ccccc1F)=C(C#N)C#N	7%	1%	-1%	0%	-1%	-1%	-9%	-2%	-14%	0%	0
COc1ccc(C2=NOC(Cn3nc(-c4ccccc4)cc3C(=O)NCc3ccc(C)cc3)C2)cc1 (centres undefined)	8%	3%	-1%	/	2%	-10%	0%	6%	2%	5%	27
CSc1ccccc1C(=O)N(C)C(c1ccccc1)c1ccccc1	-1%	1%	-2%	24%	?	-2%	1%	-2%	-40%	-1%	12
O=C(CCC1CCCC1)N1CCN(C(=O)COc2ccccc2)CC1	-3%	-1%	1%	-2%	3%	-2%	-5%	-16%	-11%	-5%	-3
CN1CCN(S(=O)(=O)c2cnccc2N2CCN(c3cccc(Cl)c3)CC2)CC1	-1%	-3%	-3%[46.1 µM]	-33%[inhibitor]	-26%	-1%	-3%	1%	-11%	-5%	11
CC(NC(=O)c1ccc(N2CCCC2=O)cc1)c1ccccc1 (centres undefined)	-34%	0%	4%	2%	-2%	2%	-5%	0%	20%	-2%	4
Cc1cc(C)c(Nc2ncnc(N)n2)c(C)c1	1%	0%	4%	1%	25%	-3%	-1%	2%	24%	-1%	13
COC(=O)[C@@]1(C)[C@H]2C(=O)N(C)C(=O)[C@H]2[C@H]2CN=C(SC)N21	7%	6%	-11%[46.1 µM]	/	11%	7%	2%	-2%	36%	0%	20
Cc1ccc2sc(N3CCN(CCNC(=O)c4ccco4)CC3)nc2c1C	-3%	0%	3%	12%	-10%	-1%	-1%	-5%	-26%	-5%	-6
CN(C)c1ccnc(Oc2ccc(Cl)cc2)c1C#N	-2%	13%	4%	-1%	?	-1%	-1%	3%	-28%	-3%	7
Cc1ccc(/C=C/c2nc3ccccc3c(=O)n2CCc2ccccc2)cc1	5%	0%	4%[46.1 µM]	0%	?	-10%	0%	15%	17%	-1%	-2
Cc1cc(C(=O)Nc2cc(C)on2)on1	17%	-3%	1%	-2%	1%	1%	2%	-12%	-3%	-4%	9
O=C(CSc1nc(-c2ccco2)cc(C(F)(F)F)n1)NCc1cccs1	-13%	0%	-5%	6%	26%	-2%	-6%	4%	13%	4%	-9
CC1CCc2c(nc3ncnn3c2N2CCN(c3ccccc3)CC2)C1 (centres undefined)	10%	0%	1%	-11%	-14%	1%	-7%	1%	-21%	-1%	-8

In the list so far, four have a Cl atom:
SMILES	Eya2 phos inh	Tb PFK block	TCR act	Mito fusion yeast	ELG1 DNA repair	ASM inhibitor	TSG101-PTAP inh	AT treatment	Integrin act MD	Chronic BCR inh	TSHR antag
O=C(CN1CCN(Cc2cccc(Cl)c2)C1=O)NCc1ccccn1	18%	0%	0%	3%	-3%	5%	-5%	-1%	22%	-11%	5
COc1cc(OC)c(NC(=O)C(=O)CC(=O)c2ccc(C)cc2C)cc1Cl	-1%	-3%	2%	-4%	?	-2%	1%	0%	-11%	6%	-4
CN1CCN(S(=O)(=O)c2cnccc2N2CCN(c3cccc(Cl)c3)CC2)CC1	-1%	-3%	-3%[46.1 µM]	-33%[inhibitor]	-26%	-1%	-3%	1%	-11%	-5%	11
CN(C)c1ccnc(Oc2ccc(Cl)cc2)c1C#N	-2%	13%	4%	-1%	?	-1%	-1%	3%	-28%	-3%	7

3 entries out of the list, ordered by molar mass, low to high.
SMILES	Eya2 phos inh	Tb PFK block	TCR act	Mito fusion yeast	ELG1 DNA repair	ASM inhibitor	TSG101-PTAP inh	AT treatment	Integrin act MD	Chronic BCR inh	TSHR antag
O=C(CCC1CCCC1)N1CCN(C(=O)COc2ccccc2)CC1	-3%	-1%	1%	-2%	3%	-2%	-5%	-16%	-11%	-5%	-3
Cc1ccc2sc(N3CCN(CCNC(=O)c4ccco4)CC3)nc2c1C	-3%	0%	3%	12%	-10%	-1%	-1%	-5%	-26%	-5%	-6
COc1ccc(C2=NOC(Cn3nc(-c4ccccc4)cc3C(=O)NCc3ccc(C)cc3)C2)cc1 (centres undefined)	8%	3%	-1%	/	2%	-10%	0%	6%	2%	5%	27
